Bioassay records as filed in PubChem BioAssay.
ARNT-TACC3 inh: disruptors of ARNT/TACC3 protein interaction, primary screen, biochemical, AlphaScreen, single concentration | AlphaScreen His-ARNT PAS-B/GST-TACC3 binding, luminescence; TACC3 fragment carries E629A point mutation | inhibition, % at 9.99 µM | hit rate 0.66% among 390,000 | AID 623870, 2012;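 active = mean inhibition of replicates at least 50% and at least half of replicates each reaching 50%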;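 also: 0% = complete ARNT plus TACC3 wells and 100% = ARNT alone without TACC3; many hits fall short of the cut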
* marks the source's active call; other numbers are inactive results.

SMILES	ARNT-TACC3 inh
CC(C)(C)NS(=O)(=O)c1ccc(CCC(=O)N2CCCCC2)cc1	21
COCCn1c(=O)[nH]c2cc(C(=O)N3CCN(c4ccccc4)CC3)ccc2c1=O	-5
Cc1ccc(C)c(N2CC(=O)N(c3cc(C)ccc3C)CC2=O)c1	-11
O=C(CCN1CCCC1Cc1ccccc1)c1ccc2c(c1)OCCO2 (stereo unspecified)	-10
O=C(Nc1nccs1)c1ccc(NC(=O)c2ccco2)cc1	11
Cc1ccc(Nc2nc(C)c(CCC(C)C)c(=O)[nH]2)cc1	-8
Cc1cc(C)n2nc(-c3ccc(F)cc3)nc2n1	3
O=C1c2ccccc2C(=O)c2c1oc(C(F)(F)F)c2C(=O)c1ccccc1	2
CCN1CCN(c2nn3c(=O)c4ccccc4nc3c3ccccc23)CC1	13
CCN1CCn2c3c(c4cc(Br)ccc42)CCCC31 (stereo unspecified)	0
Cc1cc(C(=O)COC(=O)CCc2nc3ccccc3s2)c(C)n1C	-2
CC(=O)c1cc(C(=O)Nc2ccccc2C(=O)O)oc1C	13
CCOc1ccccc1OCCOc1ccccc1CC	-5
COc1ccc(NC(=S)N/N=C2/CCCc3c(C)cc(C)cc32)cc1	-3
CCn1nc(C)cc1-c1n[nH]c(=S)n1N	-4
COc1ccc(C(=O)NCCc2nnc(SCc3nc4ccccc4c(=O)[nH]3)n2C)cc1	-1
Cc1cc(OCCCCN2C(=O)NC(C)(C)C2=O)cc(C)c1Cl	0
Cc1cc(C(=O)Nc2ccc(S(=O)(=O)N3CCCC3)cc2)cs1	0
Clc1ccc(-c2nc(NCCN3CCOCC3)c3ccccc3n2)cc1	-6
COc1ccc(C2N=C(N)N=C(N)N2c2ccc(C)cc2)cc1 (stereo unspecified)	6

2 records drawn at random from those above, as already listed:
SMILES	ARNT-TACC3 inh
CCOc1ccccc1OCCOc1ccccc1CC	-5
Clc1ccc(-c2nc(NCCN3CCOCC3)c3ccccc3n2)cc1	-6

(list continues)
SMILES	ARNT-TACC3 inh
Cc1ccc(C2CC2C(=O)NNC(=S)Nc2ccc(Cl)cc2)cc1 (stereo unspecified)	13
COc1cccc(-n2c(SCC(=O)N3c4ccccc4CC3C)nnc2-c2ccco2)c1 (stereo unspecified)	2
O=C(NCCN1CCOCC1)N1CCOCC1	20
Cc1ccc(Cn2ccc(NC(=O)c3cc(-c4ccc(F)cc4)on3)n2)cc1	-2
O=C(CCC1CCCC1)NC1CCCCC1	-17
COc1ccc(NC(=O)CSc2nnc(Cn3cnc4ccccc43)n2C)cc1	1
CCOc1ccc(C(=O)c2cccs2)cc1	10
COc1ccc2cc(CN(CCO)C(=O)c3ccccc3F)c(=O)[nH]c2c1	2
CC(C)CC(NC(=O)c1ccc(Cl)cc1)C(=O)O (stereo unspecified)	0
COc1ccc(N2CCN(C(=O)CCNS(=O)(=O)c3cccs3)CC2)cc1	1
Cc1ccc(N=Nc2c(=O)[nH]n3c(=O)cc(C)[nH]c23)cc1	9
CC(C)CCn1c(Cl)nc2c1c(=O)n(C)c(=O)n2C	2
CCOC(=O)c1nnn(-c2nonc2N)c1CN(C)C1CCCCC1	-3
COc1ccc(NC(=O)N2CCCC(c3nc(-c4ccc(C(C)C)cc4)no3)C2)cc1 (stereo unspecified)	-1
CCN(CCNC(=O)c1ccc(C#N)cc1)c1cccc(C)c1	13
O=C(/C=C/c1ccc2ccccc2c1)c1ccoc1	2
Cc1csc(SCc2ccc(C(=O)O)cc2)n1	-4
Cc1cccc(C)c1NC(=O)C(NC=O)c1ccc(Cl)cc1 (stereo unspecified)	-6
O=C(NC1CCN(C(=S)NCc2ccco2)CC1)NC12CC3CC(CC(C3)C1)C2	-4
CC(C)Sc1nc(N)nc(-c2cccs2)c1C#N	-7
Oc1ccc(-c2nc(-c3ccc(O)c(O)c3)cs2)cc1	19
CCN(CCO)Cc1csc2cccc(Br)c12	-7
Cc1cc(C)n2c(SCCC(C)C)nnc2n1	-3
O=c1[nH]c2ccc(NC(=S)Nc3ccc(Cl)cc3Cl)cc2[nH]1	-1
Cc1ccc(C(=O)OCC(=O)NCc2ccc3c(c2)OCO3)s1	-3
COc1ccc(-c2sccc2C(C)C(=O)O)cc1 (stereo unspecified)	-33
CCCS(=O)(=O)N1CCN(CC2CC3C=CC2C3)CC1 (stereo unspecified)	16
CC(=O)NCCc1ccc(S(=O)(=O)NC2OC(=O)c3ccccc32)cc1 (stereo unspecified)	-1
CC(C)N(CCCNC(=O)C1CCN(S(=O)(=O)N2CCOCC2)CC1)Cc1ccccc1	-19
C=CCn1c(SCC(=O)Nc2sccc2C(N)=O)nc2sc(C)c(C)c2c1=O	-3
CCOC(=O)c1sc2nc3c(cc2c1N)COC(C(C)C)C3 (stereo unspecified)	2
O/N=C1/CCCCc2sccc21	-3
CCOC(=O)Cc1csc(NC(=O)c2ccc(NC(C)=O)cc2)n1	8
C/C(CC(=O)NCc1ccco1)=N\NC(=O)Cc1cccc2ccccc12	3
Nn1cnnc1N/N=C/c1cc(Br)cc(Br)c1O	49*
CCCCn1c(SCC(=O)N2CCC(C(=O)OCC)CC2)nc2cc(S(N)(=O)=O)ccc21	-3
Cc1ccccc1N(CC(=O)NC1CCCC1)C(=O)C1(C)CC(=O)N=C2C=CC=CN21 (stereo unspecified)	-4
CCCS(=O)(=O)N1CCCC(C(=O)NCc2ccc3c(c2)OCO3)C1 (stereo unspecified)	1
CCOC(=O)CNC(=O)c1ccccc1Br	-25
Cc1ccc(NC(=O)c2cnn(-c3ccccc3)c2NC(=O)c2ccco2)cc1C	-3
COC(=O)c1[nH]c2cc(C)ccc2c1NC(=O)CN1CCc2cc(OC)c(OC)cc2C1	6
O=C(NCc1ccccn1)C1CCN(S(=O)(=O)N2CCCCC2)CC1	25
O=C(Nc1cccc2nsnc12)c1ccc2c(c1)OCO2	-7
CCOC(=O)c1cc(NC(=O)N(C(C)C)C(C)C)c(C)nc1C	-2
CCn1c(SCC(=O)N2CCCc3ccccc32)nnc1-c1c[nH]c2ccccc12	-9
CCOC(=O)c1sc2c(c1C)C(c1cccs1)C1=C(CCCC1=O)N2 (stereo unspecified)	-8
COCCn1c(SCC(=O)Nc2ccc(Cl)c(S(=O)(=O)N(C)C)c2)nc2ccccc21	4
CC(=O)c1ccc(Oc2ncnc3sccc23)c(CN2CCOCC2)c1	-22
COc1cc(/C=C/C(=O)N(C)c2ccccc2C(=O)O)cc(OC)c1OC	-1
Cc1nn(C2CCS(=O)(=O)C2)c(Cl)c1/C=C/C(=O)OCC(=O)Nc1ccccc1OC(F)F (stereo unspecified)	-3
Continued.
SMILES	ARNT-TACC3 inh
Cc1cc(C)c(S(=O)(=O)/N=C2\C=CC(=O)C(Cl)=C2)c(C)c1	-3
COC(=O)c1ccc(CSc2ncnc3c2oc2ccccc23)o1	-4
O=C(c1ccc(Cl)cc1)N1CCC(O)(CSc2ccc(Cl)cc2)CC1	14
c1ccc(Cn2c(-c3cncs3)nc3ccccc32)cc1	-24
Cn1cnnc1SCC(=O)N1CCC(Cc2ccccc2)CC1	4
Cc1cc(=O)[nH]c(Sc2c(-c3ccccc3)c3ccccc3[nH]c2=O)n1	-5
Clc1ccc2c(c1)CCc1cccnc1C2=C1CCNCC1	9
Cc1ccc(C(=O)c2c(NC(=O)c3ccccc3C)sc(C)c2C)cc1	2
O=C(NNc1cccc(Cl)n1)c1c(Cl)cccc1Cl	-9
Cc1cc(C)c2c(n1)sc1c(=O)n(Cc3ccccc3Cl)nnc12	2
O=C(OCC(=O)c1ccco1)c1ccc2ncsc2c1	-2
Clc1ccccc1CSc1nnc(/C=C/c2ccccc2)o1	-2
CCCCN1Cc2cc(C(=O)c3cc(F)ccc3O)cnc2NC1=O	-3
CCCc1ccc(C(=O)CCC(=O)O)cc1	-7
COc1cc(OC)cc(C(=O)Nc2nnc(NC(=S)Nc3ccccc3)s2)c1	6
CCCCn1c(=O)n(CC(=O)Nc2ccc(C)c(Cl)c2)c(=O)c2c1ncn2Cc1ccco1	-7
O=C(c1ccncc1)c1nccn1-c1ccccn1	5
COc1ccccc1C(=O)Nc1ccc(N2CCN(S(C)(=O)=O)CC2)cc1	-7
O=C(CSc1nnc(-c2ccc(O)cc2)n1Cc1ccco1)c1cccs1	-8
CCn1c(=O)cc(OCC(=O)Nc2ccc(C)cn2)c2ccccc21	-9

In a second layout: entries from further up
ARNT-TACC3 inh	compound
-4	COC(=O)c1ccc(CSc2ncnc3c2oc2ccccc23)o1
14	O=C(c1ccc(Cl)cc1)N1CCC(O)(CSc2ccc(Cl)cc2)CC1
-24	c1ccc(Cn2c(-c3cncs3)nc3ccccc32)cc1
4	Cn1cnnc1SCC(=O)N1CCC(Cc2ccccc2)CC1
-5	Cc1cc(=O)[nH]c(Sc2c(-c3ccccc3)c3ccccc3[nH]c2=O)n1
9	Clc1ccc2c(c1)CCc1cccnc1C2=C1CCNCC1
2	Cc1ccc(C(=O)c2c(NC(=O)c3ccccc3C)sc(C)c2C)cc1
-9	O=C(NNc1cccc(Cl)n1)c1c(Cl)cccc1Cl
2	Cc1cc(C)c2c(n1)sc1c(=O)n(Cc3ccccc3Cl)nnc12
-2	O=C(OCC(=O)c1ccco1)c1ccc2ncsc2c1
-2	Clc1ccccc1CSc1nnc(/C=C/c2ccccc2)o1
-3	CCCCN1Cc2cc(C(=O)c3cc(F)ccc3O)cnc2NC1=O
-7	CCCc1ccc(C(=O)CCC(=O)O)cc1
6	COc1cc(OC)cc(C(=O)Nc2nnc(NC(=S)Nc3ccccc3)s2)c1
-7	CCCCn1c(=O)n(CC(=O)Nc2ccc(C)c(Cl)c2)c(=O)c2c1ncn2Cc1ccco1
5	O=C(c1ccncc1)c1nccn1-c1ccccn1
-7	COc1ccccc1C(=O)Nc1ccc(N2CCN(S(C)(=O)=O)CC2)cc1
-8	O=C(CSc1nnc(-c2ccc(O)cc2)n1Cc1ccco1)c1cccs1
-9	CCn1c(=O)cc(OCC(=O)Nc2ccc(C)cn2)c2ccccc21

Other structures.
SMILES	ARNT-TACC3 inh
O=C(Cc1ccccc1)Nc1nc(=O)c2ccccc2s1	-6
CC(=O)Nc1ccc(N2CCN(Cc3ccccc3F)CC2)cc1	-11
COc1ccc2cc(CN(CC3COCCO3)S(=O)(=O)c3ccc(Cl)cc3)c(=O)[nH]c2c1 (stereo unspecified)	0
C=CCNC(=S)NNC(=O)C(CCC(C)C)CC(C)O (stereo unspecified)	-4
COc1cccc(C(=O)NNC(=O)C2CC(C)=C(C)CC2C(=O)O)c1 (stereo unspecified)	-10
COc1cccc(/C=N/NC(=O)CC2C(=O)NN=C2C)c1O (stereo unspecified)	12
COc1ccc(S(=O)(=O)N2CCN(C3CCN(Cc4ccccc4)CC3)CC2)cc1	0
CCCOC(=O)C1=C(C)NC2=C(C(=O)CCC2)C1c1ccc(N(C)C)cc1 (stereo unspecified)	1
O=C(Nc1ccc2oc(-c3cccnc3)nc2c1)c1cc2ccccc2o1	1
CC(OC(=O)Cc1coc2cc3c(cc12)CCC3)C(=O)NCc1ccc2c(c1)OCO2 (stereo unspecified)	-5
CC1CC(=O)C2=C(C1)OC(N)=C(C#N)C2c1coc2ccccc2c1=O (stereo unspecified)	-2
CCOc1ccccc1C1CC(=O)NC2=C1C(=O)CC(C)(C)C2 (stereo unspecified)	-17
O=C(CN1C(=O)C2C3C=CC(C3)C2C1=O)NCc1ccco1 (stereo unspecified)	-5
CC(C)Sc1nc2c(c(=O)n(C)c(=O)n2C)n1Cc1ccc(Cl)cc1	-2
CCOc1ccc(C2C=C(c3ccc(F)cc3)Nc3ncnn32)cc1 (stereo unspecified)	3
CN1C(=S)SC(N(O)C(=O)Nc2cccc3ccccc23)C1(C)C (stereo unspecified)	8
O=C1COc2ccc(C(=O)c3ccccc3)cc2CN1	-12
CCn1nnnc1-c1ccc(OC)c(S(=O)(=O)NCCc2ccccc2)c1	0
Cc1cnc(C(=O)N(CC(C)C)c2c(N)n(CC(C)C)c(=O)[nH]c2=O)cn1	1
COc1cc(NC(=O)C23CC4CC(C2)CC(n2nnc(C)n2)(C4)C3)c(OC)cc1Cl	-6
Cn1c(NCCN2CCOCC2)nc2c1c(=O)n(Cc1cccc(Cl)c1)c(=O)n2C	3
COc1ccc2c(c1OC)C(=O)N(c1ccc3c(c1)CCC3)C2=O	-13
Cc1ncc([N+](=O)[O-])n1CCOC(=O)c1ccc(Cl)cc1Cl	2
Cc1c(Cl)cccc1-c1ccc(C(=O)N2CCN(c3ccc([N+](=O)[O-])cc3)CC2)o1	-7
COc1cccc(C(=O)NC(=S)Nc2ccc(Cl)c(C(=O)O)c2)c1	24
O=C(O)c1ccc(NC(=O)C2CC=CCC2C(=O)O)cc1 (stereo unspecified)	-12
COc1cc(C(C)=O)ccc1OCC(O)CN1CCN(S(=O)(=O)c2ccccc2)CC1 (stereo unspecified)	-7
Clc1ccccc1-c1nn2c(COc3ccccc3)nnc2s1	-9
Nc1ccc(N2CCN(C(=O)c3cccs3)CC2)cc1	-15
O=C(NNC(=O)C1CCCO1)c1ccccc1Cl (stereo unspecified)	-1
NC(=O)N1CCN(C(=O)c2ccco2)CC1	23
Cc1ccc(Cc2cnc(NC(=O)c3ccco3)s2)cc1	-3
CCc1ccc2nc(SCC(=O)N3CCCCC3)c(C#N)cc2c1	2
Cc1noc(C)c1S(=O)(=O)N1CCC(C(=O)N2CCN(c3ccccc3Cl)CC2)CC1	18
O=C(Nc1ccc(/C=C/c2nc3ccccc3o2)cc1)c1ccc(F)cc1	-29
O=c1[nH]c2cccc(Cl)c2n(CCNc2ncc(C(F)(F)F)cc2Cl)c1=O	-9
CC(=O)c1ccc(N2CCCCCC2)c(F)c1	-5
COc1cc(/C=N/Nc2nc3ccccc3o2)cc(OC)c1O	13
CC(=O)N1C(=O)C(=C2C=C(C)OC(C)=C2)c2ccccc21	-1
O=C(c1ccc(F)cc1)N1C2CCC1CC(O)(c1ccccc1F)C2 (stereo unspecified)	-5

A portion of the library (hit frequency here may not be typical).
